S3 lipid droplet: qHTS Assay for Lipid Storage Modulators in Drosophila S3 Cells; hit rate 0.64% among 320,000; Potency in µM for hits, for the others lipid storage change, negative = inhibition, % at the top dose, mostly 46.1 µM; Drosophila S3 cells, BODIPY lipid droplet fluorescence, 18-24 h; cells fed with added oleic acid; AID 2685; active = well fitted inhibition curve with a large enough effect in the signal ratio, with a control signal flat, not every such curve was filed as active; inconclusive = small, poorly fitted or top-dose-only effect, or effect the other way, or a change in a side signal; the % refers to the signal ratio
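Drosophila S3 cells got compounds at several concentrations plus oleic acid (400 uM solution). Laser-scanning cytometry with 488 nm excitation read lipid droplets at 500-530 nm and cells at 575-640 nm. Percent activity was relative to 20 uM Triacsin C.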
S3 lipid droplet cell count max: also measured in S3 lipid droplet; calls as there; cell number change, %; measured here: cell count max response;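 cells counted by Cell Tracker Red CMTPX staining in the red channel; peak over a dose series mostly up to 46.1 µM; percent activity relative to internal control wells on each plate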
* hit, by the source's call; i = inactive; ? = inconclusive; . = not tested or not shown; [ ] = another dose, or the depositor's remark. % is scaled to controls: 0 for no effect and ±100 for the full control effect; potency is read from the fitted curve at half-maximal effect. Some of the compounds tested; the hit share may differ from the screen's.

Each structure is followed by: S3 lipid droplet, S3 lipid droplet cell count max
- Cc1cccc(C)c1OCc1cc(C(=O)N2CCC(c3ccncc3)CC2)no1
    i, -16
- CCOCCCNC(=O)c1ccc(OC)c(OC2CCN(C(C)C)CC2)c1
    3%, 2
- Nc1c(N(CCO)C(=O)COc2ccc(Cl)cc2)c(=O)[nH]c(=O)n1Cc1ccccc1
    ?, .
- COc1cc(CO)ccc1OCC(=O)Nc1ccc(Br)cc1
    -18%, -2
- CCCOP(=O)(c1ccc(N(C)C)cc1)C(O)c1c(Cl)cccc1Cl (centres undefined)
    i, 13
- O=C(O)CCc1ccc(-c2ccc(Cl)cc2)n1NC(=O)c1ccc(O)cc1
    6%, .
- COc1ccc(-c2noc(C3CCCN(C(=O)c4ccc(C)cc4)C3)n2)cc1 (centres undefined)
    5%, 11
- Cc1ccc2nc(SCC(=O)Nc3ccc(C(N)=O)cc3)[nH]c2c1
    ?, .
- COc1ccc(C2Nc3ccccc3C(=O)N2c2ccc(C)cc2)cc1Cn1cc([N+](=O)[O-])cn1 (centres undefined)
    ?, .
- Cc1cc(C)n(CCC(=O)N/N=C/c2c(O)ccc3ccccc23)n1
    ?, .

Part of the list above, comma-delimited:
structure,S3 lipid droplet,S3 lipid droplet cell count max
Nc1c(N(CCO)C(=O)COc2ccc(Cl)cc2)c(=O)[nH]c(=O)n1Cc1ccccc1,?,.
COc1cc(CO)ccc1OCC(=O)Nc1ccc(Br)cc1,-18%,-2
Cc1ccc2nc(SCC(=O)Nc3ccc(C(N)=O)cc3)[nH]c2c1,?,.
COc1ccc(-c2noc(C3CCCN(C(=O)c4ccc(C)cc4)C3)n2)cc1 (centres undefined),5%,11
CCOCCCNC(=O)c1ccc(OC)c(OC2CCN(C(C)C)CC2)c1,3%,2
Cc1cc(C)n(CCC(=O)N/N=C/c2c(O)ccc3ccccc23)n1,?,.
CCCOP(=O)(c1ccc(N(C)C)cc1)C(O)c1c(Cl)cccc1Cl (centres undefined),i,13

Other results follow.
Each structure is followed by: S3 lipid droplet, S3 lipid droplet cell count max
- O=C(C1CCC1)N1CCc2cc(S(=O)(=O)Nc3ccc4c(c3)OCCO4)ccc21
    -2%, -14
- Cc1ccc2[nH]c(O)c(N=NC(=O)c3ccc(NS(=O)(=O)c4cccs4)cc3)c2c1
    ?, .
- CC(=O)Nc1nc2c(c3c1c(=O)oc1ccccc13)CC(C)CC2 (centres undefined)
    ?, .
- CN(C)CCCOC(=O)c1ccccc1Cl
    10%, .
- Cc1ccc(NC(=O)COc2ccc3c(c2)CCC3)nc1
    ?, .
- CNC(=O)CN1C(=O)NC2(CCc3ccccc32)C1=O (centres undefined)
    i, 5
- O=C(Nc1cc([N+](=O)[O-])ccc1Cl)c1ccc2c(c1)OCO2
    4%, 0
- CC(=O)Nc1ccc(NC(=O)c2nc(S(=O)(=O)Cc3ccccc3)ncc2Cl)cc1
    ?, .
- CC(=O)Nc1ccc(OCC(O)Cn2nc(C)c(Br)c2C)cc1 (centres undefined)
    10%, 14
- Cc1ccc2nc(NCCCNC(=O)c3cnccn3)c(C#N)cc2c1
    5%, 5
- Cn1c(=O)oc2cc(S(=O)(=O)N3CCC(C(=O)NCC4COc5ccccc5O4)CC3)ccc21 (centres undefined)
    10%[9.22 µM], 13
- Cc1ccc(S(=O)(=O)N2CCC(C(=O)Nc3nnc(C4CCCC4)s3)CC2)cc1
    6%, 6
- CCOC(=O)N1CCN(C(=O)c2ccc(C)c(S(=O)(=O)N3CCCCC3)c2)CC1
    ?, .
- O=C(Nc1ccnc(-c2cccnc2)n1)c1cccs1
    -19%[9.22 µM], -9
- O=C1CCCC2=C1C(c1c(Cl)nc3sccn13)C1=C(CCCC1=O)N2
    ?, .
- N=C1/C(=C\c2ccc(OC(=O)c3ccc(F)cc3)cc2)C(=O)N=C2SC(N3CCCC3)=NN12
    ?, .
- CN(C)/C=N/c1[nH]ncc1C#N
    ?, .
- CCCCOCCOCCOCCCC
    ?, .
- COc1cc(OC)nc(NC(=O)NS(=O)(=O)c2ccc(F)cc2)n1
    ?, .
- COc1cc(/C=N\NC(=O)CNC(=O)C(c2ccccc2)c2ccccc2)ccc1O
    22%, -6
- O=C(NC1CCCC1)C(c1cccs1)N(Cc1ccco1)C(=O)c1csnn1 (centres undefined)
    i, 18
- CCOc1ccccc1C(=O)N(Cc1ccc(C)o1)C1CCS(=O)(=O)C1 (centres undefined)
    ?, .
- COc1ccc(OCc2cccc(C(=O)NN)c2)cc1
    ?, .
- C/C(=N\NC(=O)c1nnn(-c2nonc2N)c1-c1cccs1)c1ccc(O)cc1
    ?, .
- CCCCN(CC)CCCNC(=O)Cn1nc(Cc2ccncc2)c2ccccc2c1=O
    0%, 6
- Cc1ccc2nsnc2c1S(=O)(=O)NCCc1c(C)[nH]c2ccc(F)cc12
    ?, .
- Cc1oc(-c2ccc(Cl)cc2)nc1CN1CCCC(C(=O)NCCCN2CCOCC2)C1 (centres undefined)
    ?, .
- CCOC(=O)c1ccc(NC(=O)Cn2nnc(-c3ccc(C)cc3)n2)cc1
    9%, 8
- CSc1nc(SCCN(C)C)c2c3c(sc2n1)COC(C)(C)C3
    -3%, 19
- Cc1nc(Nc2nc3ccccc3o2)nc2c1CCC2
    ?, .
- CCOc1cc(/C=N\NC(=O)C2C(=O)NCC2c2ccccc2)ccc1OC (centres undefined)
    ?, .
- CCOC(=O)N1C(=O)C2(CCCCC2)N(c2ccccc2Cl)C1=S
    ?, .
- O=S(=O)(Nc1ccc(S(=O)(=O)Nc2ncccn2)cc1)c1ccc(Cl)cc1
    ?, .
- COC(=O)c1ccccc1N=C(SC)N(C)C
    8%, -1
- COc1ccccc1CNC(=O)COC(=O)Cn1cnc2ccccc21
    ?, .
- Cc1ccc2c(c1)/C(=N/OC(=O)c1ccc(F)cc1)CCS2
    ?, .
- CCN(CC)C(=S)SCC(=O)Nc1ncc2c(n1)CC(C)(C)CC2=O
    ?, .
- COc1ccc(C(=O)CSc2n[nH]c(-c3ccco3)n2)cc1
    23%, 6
- S=C(Nc1ccccc1)NC1CCN(Cc2ccccc2)CC1
    13%, 16
- CC1CCCCC1NC(=O)CN(C)S(=O)(=O)c1ccc2c(c1)CCC(=O)N2 (centres undefined)
    ?, .
- CSC1=N/C(=C\c2ccc(C)s2)C(=O)S1
    ?, .
- O=C(Nc1ccnn1C1CCN(Cc2ccccc2F)CC1)C1CCCC1
    ?, .
- O=C(N/N=C1\CCc2ccccc21)c1ccc(O)cc1
    ?, .
- CCc1ccccc1Nc1nc(N)nc(COC(=O)C2CCN(C(=O)c3ccc(F)cc3)CC2)n1
    ?, .
- Cc1ccc(N2C(=O)N(CC(=O)N3CCCc4ccccc43)C(=O)C2C)cc1 (centres undefined)
    -16%, -10
- O=C(c1cccs1)N1CCCC(N2CCN(c3ccc(F)cc3)CC2)C1 (centres undefined)
    ?, .
- CCOc1ccc(NC(=O)Nc2nc3ccc(S(C)(=O)=O)cc3s2)cc1
    ?, .
- CCC(=O)n1nc(-c2ccco2)nc1SCc1ccccc1
    i, .
- NC(=O)CN1C(=O)C(=O)N(Cc2cccc(C(F)(F)F)c2)C1=O
    11%, 5
- CC(NC(=O)NCCCn1ccnc1)(C(F)(F)F)C(F)(F)F
    ?, .

Next part
Each structure is followed by: S3 lipid droplet, S3 lipid droplet cell count max
- Cc1ccc(C(=O)Nc2cc(=O)n(C)c(=O)n2C)cc1C
    ?, .
- CC(C)(C)n1nnnc1CN1CCN(C2CCCC2)CC1
    ?, .
- Cn1c(C(=O)N2CCN(Cc3ccc4c(c3)OCO4)CC2)cc2c(=O)n(C)c3ccccc3c21
    ?, .
- Cc1ccc(NC(=S)N(C)C)cc1C
    -1%, 0
- COc1ccc(CN2CCC(C(=O)c3ccc(Cl)cc3)CC2)cc1
    8%, 20
- CN(C)c1ccnc(NCc2ccccc2)c1C#N
    ?, .
- CC(=O)c1cn(-c2ccc(Cl)cc2)c(=O)[nH]c1=O
    ?, .
- O=C(CN1CCCCCCC1)N/N=C/c1ccc(F)c(F)c1
    2%, -6
- O=[N+]([O-])c1ccc(Cl)c(/C=N/NC(=S)Nc2ccccc2)c1
    -2%, -15
- Cn1c(=O)c(C(=O)NCCc2ccc(Cl)cc2)c(O)c2ccccc21
    ?, .
- CC(C)NC(=O)C1CCN(C2CCN(C(=O)C3=CCCC3)CC2)CC1
    -26%, 0
- COC(=O)Nc1sc2c(c1C(=O)NCc1ccco1)CCCC2
    ?, .
- CCN(CC)CCNC(=O)c1ccc(Cl)c(S(=O)(=O)Nc2ccccc2OC)c1
    25%, -6
- O=C1CCCc2c1cc(C(=O)NCCCN1CCOCC1)c(=O)n2-c1ccc(Cl)cc1
    1%, -2
- O=S(=O)(c1ccc(NCc2ccc(F)cc2)nc1)N1CCCC1
    4%, .
- Cc1nc(C)c(C(=O)N(c2ccccc2F)C(C(=O)NCC2CCCO2)c2ccccc2)s1 (centres undefined)
    i, -19
- COc1ccc(CNC(=O)C(=O)NCC2OCCN2S(=O)(=O)c2cccs2)cc1 (centres undefined)
    -1%, 6
- Cn1c(SCC(=O)Nc2ccccc2C(F)(F)F)nc2c(c1=O)SCC2
    5%, 4
- C/C(=C\c1ccccc1F)C(=O)c1c(C)cc(C)[nH]c1=O
    ?, .
- CCOC(=O)C(Cc1c[nH]c2ccccc12)NC(=O)c1ccccc1Br (centres undefined)
    24%, -19

Taken from above:
O=C(Nc1cc([N+](=O)[O-])ccc1Cl)c1ccc2c(c1)OCO2 – S3 lipid droplet: 4%
O=S(=O)(c1ccc(NCc2ccc(F)cc2)nc1)N1CCCC1 – S3 lipid droplet: 4%
CC(=O)Nc1ccc(OCC(O)Cn2nc(C)c(Br)c2C)cc1 (centres undefined) – S3 lipid droplet: 10%
COc1ccc(CN2CCC(C(=O)c3ccc(Cl)cc3)CC2)cc1 – S3 lipid droplet: 8%

New compounds follow.
Each structure is followed by: S3 lipid droplet, S3 lipid droplet cell count max
- Cn1c(=O)c2c(ncn2CC(O)CNc2ccc(F)cc2)n(C)c1=O (centres undefined)
    6%, 7
- Cc1cnc(NC(=O)c2ccc3c(c2)OCCO3)s1
    ?, .
- CNC(=O)/C(C#N)=C/c1cn(CC(=O)NCc2ccco2)c2ccccc12
    ?, .
- COc1ccc(C2CC(c3ccccc3)=NN2C(=O)COC(=O)c2ccc(Cl)nc2)cc1 (centres undefined)
    4%, 2
- COC(=O)c1cc(NC(=O)c2ccc([N+](=O)[O-])cc2)c(=O)oc1C
    ?, .
- Cc1ccc(C)c(COc2coc(CN3CCN(C(=O)c4ccco4)CC3)cc2=O)c1
    i, -25
- CCOC(=O)Cn1cnc2c(nnn2Cc2ccc(Cl)cc2)c1=O
    14%, -1
- Nc1ccc(/C=C/C(=O)c2ccco2)cc1
    0%, -2
- CCc1cc(=O)oc2cc(OC(C)C(=O)NCC3CCC(C(=O)O)CC3)c(Cl)cc12 (centres undefined)
    ?, .
- N#Cc1c(C(F)(F)F)cc(-c2ccccc2)nc1SCC(=O)N1CCOCC1
    5%, .
- Nc1nc(NCC2CCCO2)nc(NCC2CCCO2)c1[N+](=O)[O-] (centres undefined)
    ?, .
- CC(Oc1ccc(-c2ccccc2)cc1)C(=O)N1CCOCC1 (centres undefined)
    2.9µM*, 18*
- Cc1cccc(C)c1NC(=O)CN(C)CC(=O)Nc1ccc(F)c(Cl)c1
    3%, -3
- CCN(C(=O)CSc1nc(-c2ccccc2)c(-c2ccccc2)[nH]1)C1CCS(=O)(=O)C1 (centres undefined)
    ?, .
- CCc1ccc(NC(=O)CN(c2cccc(C)c2)S(C)(=O)=O)cc1
    ?, .
- COc1cc(OC)cc(-c2nnc(NC(=O)CCS(=O)(=O)c3ccc(C)cc3)o2)c1
    ?, .
- COC(=O)c1ccc(C23CC4(C2)[C@H](CN(C)[C@@H]4c2ccccc2)C3c2ccc(C(F)(F)F)cc2)cc1 (some centres undefined)
    ?, .
- O=C(Oc1ccc(-c2nnco2)cc1)c1ccco1
    ?, .
- CCN1CCN(S(=O)(=O)c2ccc(OC)c(NC(=O)c3ccccc3)c2)CC1
    ?, .
- O=C(Nn1c(=O)[nH]c2ccccc2c1=O)c1ccco1
    ?, .
- CC(C)[C@H](NC(=O)Nc1ccc(S(N)(=O)=O)cc1)C(=O)O
    ?, .
- O=C(NC1CCCCC1)c1cc(-c2ccc(Cl)cc2)on1
    ?, .
- N/C(=N\OC(=O)c1ccc2ccccc2c1)c1cccc([N+](=O)[O-])c1
    ?, .
- CCn1ccnc1CN1CCC(n2nccc2NC(=O)c2ccccc2OC)CC1
    6%, -7
- Cc1ccsc1C(=O)C1CCCN(Cc2cc(F)ccc2-n2cccn2)C1 (centres undefined)
    7%, -4
- CCn1c(Cc2ccc(OC)cc2)nnc1SCC(=O)N1CCN(c2ccccc2)CC1
    ?, .
- COc1ccc(C(=O)c2ccccc2O)c(O)c1
    12%, -12
- N#CCC(=O)c1sccc1-n1cccc1
    ?, .
- Cc1c(C(=O)NCC2COc3ccccc3O2)oc2ccc(S(=O)(=O)N3CC(C)CC(C)C3)cc12 (centres undefined)
    i, 1
- O=C(CCNS(=O)(=O)c1ccc(Cl)cc1)N1CCN(c2ncccn2)CC1
    ?, .
- Cc1cccc(OCC(=O)NCC(C)(C)N2CCOCC2)c1
    6%, 5
- NC(=O)CC(NC(=O)Cc1ccc(Br)cc1)c1ccc(NCCOc2ccccc2)c([N+](=O)[O-])c1 (centres undefined)
    -18%, -3
- COc1ccc(CNC(=O)c2cccnc2Sc2ccc(Cl)cc2)cc1
    -37%, .
- O=C(C[n+]1cccc(Br)c1)c1ccccc1
    -1%, 13
- COCC(=O)N/N=C\c1cccc(OC)c1OC/C=C/c1ccccc1
    ?, .
- COC(=O)CNC(=O)CN1c2cccc3cccc(c23)S1(=O)=O
    ?, .

Compound activity deposited in PubChem by National Center for Advancing Translational Sciences (NCATS).
